# ALDH1A1 inh = inhibitors of human aldehyde dehydrogenase 1A1. Potency, µM (series often up to 75.3 µM), without a hit: at the highest dose activity, negative = inhibition, hits mostly inhibitors. actives 7.3% (n = 220,000). P00352. Purified ALDH1A1, NADH fluorescence, propionaldehyde substrate; active = well fitted inhibition curve with a large enough effect, not every such curve was filed as active; inconclusive = small, poorly fitted or top-dose-only effect, or another doubt; inactive = no such curve, though single readings can be large or run the other way;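 also: plate controls were no enzyme wells and a reference inhibitor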
# Target sequence (P00352 whole entry, looked up): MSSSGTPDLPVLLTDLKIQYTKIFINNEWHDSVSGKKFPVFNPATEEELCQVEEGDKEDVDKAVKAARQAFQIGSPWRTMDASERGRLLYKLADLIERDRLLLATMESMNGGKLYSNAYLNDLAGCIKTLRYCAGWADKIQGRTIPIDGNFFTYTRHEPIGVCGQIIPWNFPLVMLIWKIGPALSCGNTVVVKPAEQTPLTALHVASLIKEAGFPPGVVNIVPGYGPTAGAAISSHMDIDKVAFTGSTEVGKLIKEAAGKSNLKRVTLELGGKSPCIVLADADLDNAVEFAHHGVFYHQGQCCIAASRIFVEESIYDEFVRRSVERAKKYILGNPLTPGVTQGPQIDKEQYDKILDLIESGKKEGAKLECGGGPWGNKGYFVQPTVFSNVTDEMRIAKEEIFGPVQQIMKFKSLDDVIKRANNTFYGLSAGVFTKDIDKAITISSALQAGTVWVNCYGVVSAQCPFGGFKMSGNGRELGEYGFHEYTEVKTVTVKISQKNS
# GLA spleen mod = inhibits or activates alpha-galactosidase in human spleen homogenate; P06280; human spleen homogenate, 4MU-alpha-Gal fluorescence, 40 min; Potency, µM (highest dose often 80 µM), for the others: at the highest dose activity change, negative = inhibition, actives largely listed as inhibitors; actives 0.008% (n = 240,000); AID 2107;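 also: 0% = enzyme with vehicle and -100% = no enzyme basal signal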
#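 Inhibition or activation of alpha-galactosidase in human spleen homogenate is scored by 4-MU fluorescence after 40 min at 37C, pH 5.0, with 1 mM substrate. AC50s come from concentration-response fitted to the Hill equation.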
# JMJD2E inh = inhibitors of human JMJD2E histone demethylase. JMJD2E catalytic domain, FDH-coupled NADH fluorescence (FDH is formaldehyde dehydrogenase). Potency, µM (series often up to 57.1 µM), without a hit: at the highest dose activity change, negative = inhibition, most hits filed as inhibitors. actives 1.6% (n = 230,000). AID 2147; active = well fitted inhibition curve with a large enough effect, not every such curve was filed as active; inconclusive = small, poorly fitted or top-dose-only effect, or another doubt; inactive = no such curve, though single readings can be large or run the other way;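 also: 0% = wells with enzyme and -100% = buffer wells without enzyme; nearly all actives have a fitted effect of over 50% in size; many of its hits are not listed in these tables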
# Target sequence (B2RXH2 1-337 limits assumed): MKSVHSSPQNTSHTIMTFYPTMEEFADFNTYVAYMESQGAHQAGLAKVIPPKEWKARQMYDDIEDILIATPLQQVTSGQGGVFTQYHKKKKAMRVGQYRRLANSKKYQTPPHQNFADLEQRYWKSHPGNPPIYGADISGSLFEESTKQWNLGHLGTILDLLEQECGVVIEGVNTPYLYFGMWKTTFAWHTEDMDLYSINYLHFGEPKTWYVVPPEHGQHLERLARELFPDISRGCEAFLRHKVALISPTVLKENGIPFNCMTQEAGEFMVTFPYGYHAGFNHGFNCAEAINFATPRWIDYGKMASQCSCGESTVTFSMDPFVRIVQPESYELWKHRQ
# SMN2 splice up = increases expression of the SMN2 splice variant; AID 1458; actives 2.8% (n = 210,000); HEK293 SMN2-luciferase splicing reporter, luminescence, 30-36 h; Potency, µM (series often up to 46.1 µM), without a hit: at the top dose activity change, positive = activation, usual class: activators; also: % of control where 0% means no effect; nearly all actives have a fitted effect of over 55% in size
#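 HEK293 cells carry an SMN2 minigene-luciferase reporter in which exon 7 inclusion puts luciferase in frame. Cells were seeded at 2000 cells/well, attached for 10-12 hours, then exposed to compounds for 30-36 hours at 37C before ONE-Glo luminescence.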
# GoLoco inh red = blocks human Gai1 binding to RGS12 GoLoco peptide, red readout | P63096 | Gai1:RGS12 GoLoco peptide FP, rhodamine, 10 min | Potency, µM (series often up to 61.6 µM), for the others: top-dose activity, negative = inhibition, most hits filed as inhibitors | actives 0.44% (n = 230,000) | AID 880; active = well fitted inhibition curve with a large enough effect, not every such curve was filed as active; inactive = no such curve, though single readings can be large or run the other way; also: % is scaled to controls: 0 for no effect and ±100 for the full control effect; nearly all actives have a fitted effect of over 30% in size; many of its hits are not listed in these tables
# GAA glycogen mod = inhibitors or activators of human alpha-glucosidase glycogen cleavage | actives 0.38% (n = 300,000) | P10253 | Potency, µM (series often up to 76.4 µM), for inactives: at the highest dose activity change, negative = inhibition, most hits filed as inhibitors | recombinant GAA, glycogen substrate, Amplex Red glucose oxidase fluorescence;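 also: 0% = full enzyme reaction and -100% = no-enzyme basal signal; the screen sought inhibitors and activators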
#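 Recombinant human alpha-glucosidase (4 nM final) hydrolysed bovine liver glycogen (30 ug) for 40 min at 37 C in pH 5.0 citrate/phosphate with 0.01% Tween-20. Released glucose detected by glucose oxidase/Amplex Red, Ex 573/Em 610 nm. Compounds up to 77 uM; AC50 from Hill fits.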
# GAA inh = blocks human lysosomal alpha-glucosidase; P10253; purified human GAA, 4-MU-alpha-glucoside fluorescence; Potency, µM (doses to about 76.9 µM), inactives show at the highest dose activity change, negative = inhibition, most hits filed as inhibitors; actives 0.005% (n = 200,000); AID 1466;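 also: plate controls were uninhibited enzyme wells for no effect and no-enzyme background for full effect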
#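 Compounds are titrated up to 77 uM against 4 nM human enzyme. Substrate 4-methylumbelliferyl-alpha-D-pyranoside (400 uM) reacts 20 min at room temperature in pH 5.0 buffer; liberated 4-methylumbelliferone is read at 440 nm.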
# GAA spleen mod = lysosomal alpha-glucosidase (human) modulation. P10253. human spleen homogenate, 4-MU-alpha-glucoside fluorescence. Potency, µM (top dose mostly 79.9 µM), for inactives: at the highest dose activity change, negative = inhibition, hits mostly inhibitors. actives 0.006% (n = 240,000);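 also: 0% = enzyme with vehicle and -100% = no enzyme basal signal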
#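 Compounds were titrated against alpha-glucosidase in spleen homogenate at pH 5.0, with 1 mM 4-methylumbelliferyl substrate for 40 min at 37 C. Reactions were quenched with pH 10 NaOH/glycine and fluorescence measured.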
# Numbers without * were called inactive; ? = inconclusive; · = not tested or not shown; & = joins results of further samples; [ ] = dose if it differs, or a comment. Unless noted, calls follow the shape of the dose curve; as a rule, active = well fitted curve in the direction sought with a large enough effect; inconclusive = small, poorly fitted or top-dose-only effect, or another doubt; inactive = no such curve, though single readings can be large; an effect the other way counts as inactive or inconclusive. Potency is read from the fitted curve at half-maximal effect.
SMILES,ALDH1A1 inh,GLA spleen mod,JMJD2E inh,SMN2 splice up,GoLoco inh red,GAA glycogen mod,GAA inh,GAA spleen mod
Cc1nnc(NC2CCCCC2)[nH]c1=O,14%,-3%,2%,-7%,-1%,-5%,-6%,2%
O=C(c1cn(-c2ccccc2)nc1-c1ccc(Cl)s1)N1CCOCC1,?,-4%,-5%,13%,-3%,3%,-3%,-4%
C/C(CC(=O)Nc1cccc(Cl)c1Cl)=N\NC(=O)c1ccccc1N,?,8%,?,-8%,4%,-18%,12%,-1%
Cc1ccc(NC(=O)C2CCCN(C(=O)c3ccc(Cl)cc3)C2)cc1S(=O)(=O)N1CCOCC1 (stereo not given),-9%,6%,0%,-28%,2%,-12%,4%,3%
CC(/C=N/NC(=O)CNc1n[nH]c(=O)[nH]c1=O)c1ccccc1 (stereo not given),·,8%,6%,·,12%,-5%,·,4%
Cc1ccccc1Nc1nc(N)nc(CN2CCN(C(=O)c3ccccc3)CC2)n1,-9%,3%,-5%,0%,10%,0%,2%,-13%
CCOC(=O)C1CCCCN1Cc1cccc(OC)c1OC (stereo not given),?,-12%,?,·,3%,8%,1%,5%
O=C(O)c1ccccc1C(=O)Nc1ccc(Br)c(C(F)(F)F)c1,·,3%,0%,·,4%,7%,·,-1%
O=C(c1ccccc1)N1CCCN(c2nccc(C(F)(F)F)n2)CC1,-9%,3%,-8%,·,-5%,-8%,1%,-5%
CN1CCN(C2=CC(=O)OC23CCCCC3)CC1,-7%,10%,8%,-16%,1%,0%,-12%,-12%
NC(=O)CC(NC(=O)c1ccc(Br)cc1)c1ccc(NCc2ccc(F)c(F)c2)c([N+](=O)[O-])c1 (stereo not given),·,2%,-17%,·,6%,-7%,·,1%
CCOC(=O)c1ccccc1NC(=O)CN(c1ccccc1C)S(C)(=O)=O,-15%,-7%,-13%,-9%,8%,-2%,-9%,-10%
O=C(c1cccc(N2C(=O)C3C4C=CC(C4)C3C2=O)c1)N1CCN(c2ccccc2)CC1 (stereo not given),0%,14%,11%,-9%,-6%,-6%,-3%,4%
CC(NC(=O)C12CC3CC(CC(C3)C1)C2)c1ccc2c(c1)OCCO2 (stereo not given),-7%,10%,-4%,-32%,-18%,-1%,-6%,4%
Cc1ccc(NC(=O)CSc2nnc(CNC(=O)c3cccs3)o2)cc1,4%,2%,7%,10%,-1%,4%,2%,-2%
Cc1cc(NCCN2CCOCC2)n2nc(C)c(-c3ccc(Cl)cc3)c2n1,?,-1%,-1%,-17%,-20%,-8%,-1%,3%
COC(=O)c1ccc(/C=N/NS(=O)(=O)c2cc(C)ccc2C)cc1,?,-6%,-3%,4%,-4%,3%,3%,-7%
O=C(Nc1ccc2c(c1)OCCO2)C1CCCN(S(=O)(=O)c2cccs2)C1 (stereo not given),-1%,8%,6%,-7%,8%,0%,7%,-1%
CC(C)CN1C(=O)c2ccc(C(=O)Nc3c[nH]c(=O)[nH]c3=O)cc2C1=O,?,7%,-20%,-15%,3%,3%,6%,-12%
CCOc1nc(OCC)nc(-n2cc(-c3ccccc3)nn2)n1,-2%,1%,-2%,-3%,3%,3%,5%,1%
Cc1noc(C)c1C(=O)N1CCC2(CC1)Oc1ccc(F)cc1C(=O)C21CC(c2ccc(Cl)cc2)=NO1 (stereo not given),·,0%,2%,·,7%,2%,·,-10%
COc1ccc(Oc2nc(SC)nc3ccsc23)cc1,-4%,-3%,-5%,-9%,-10%,5%,?,-10%
O=C(COc1ccc(C(=O)c2ccccc2)cc1)NC1CCCCCC1,?,-3%,9%,-61%[inhibitor],-3%,4%,10%,-9%
Cc1ccc(CSc2nnc(Nc3ccc(C)cc3)s2)cc1,?,11%,12%,-1%,2%,6%,0%,-5%
CCOC(=O)C1=C(C)N=C2SC(C(=O)OC)=CC(=O)N2C1c1ccc(OC)cc1 (stereo not given),4%,-7%,-7%,-33%[inhibitor],145%[activator],-6%,-9%,-3%
# The listing continues:
SMILES,ALDH1A1 inh,GLA spleen mod,JMJD2E inh,SMN2 splice up,GoLoco inh red,GAA glycogen mod,GAA inh,GAA spleen mod
CCOC(=O)/C(=C/c1ccc(OC(=O)c2ccccc2)cc1)C(C)=O,?,-1%,7.9µM*,2%,-6%,1%,-7%,-4%
CSc1ncc(CN2CCN(C3CCCC3)C(CCO)C2)cn1 (stereo not given),7%,2%,12%,·,5%,-9%,-1%,-12%
Cc1cc(NC(=O)COc2ccccc2C)no1,-2%,-8%,-5%,·,5%,16%,-1%,-2%
Cc1nnc(NC(=O)c2ccc(S(=O)(=O)N3CCCCCC3)cc2)o1,?,5%,?,-36%[inhibitor],3%,3%,1%,1%
CCCCC1=CC2=C(c3ccco3)C(=O)C(C)(OC(=O)c3ccc(OC)cc3)C(=O)C2=CN1Cc1ccc2c(c1)OCO2 (stereo not given),3.5µM*,-6%[17.5 µM],1%[11.4 µM],-5%[9.22 µM],17%[14.2 µM],9%,·,-3%[17.4 µM]
COc1ccc(-c2cc([C@H]3[C@H]4C=CC[C@@H](C)[C@@H]4C(=O)N3Cc3ccccc3)ccc2F)cc1,·,1%,-5%,·,3%,-3%,·,-5%
Cc1ccc(C)c(NC(=S)NCc2ccc3c(c2)OCO3)c1,-16%,5%,4%,11%,11%,-16%,?,-8%
Cc1ccc(S(=O)(=O)Nc2cc(=O)[nH]c3c2CCC3)cc1,5%[13.5 µM],-2%,-2%,-3%[9.22 µM],4%[14.2 µM],3%,3%,-3%
COCCN1Cc2cccc(C(=O)NCCCN3CCCC3=O)c2C1=O,·,0%,3%,·,5%,4%,·,-2%
CC(=O)Nc1ccc(CN2CCCC(CO)(Cc3ccccc3C)C2)cc1 (stereo not given),-1%,-9%,5%,·,12%,1%,·,-12%
Cn1ccnc1C1CCCCN1Cc1nc(Cc2cccc(C(F)(F)F)c2)no1 (stereo not given),7%,-3%,9%,·,4%,-6%,-3%,-19%
COc1ccc(Cl)cc1NC(=O)CC(C)c1ccccc1 (stereo not given),-15%,5%,-1%,-13%,1%,2%,-1%,-1%
COc1ccc(N2C(=O)CCC(C(=O)N3CCCCC3)C2c2ccc(OC)c(OC)c2)cc1 (stereo not given),1%,-1%,-2%,12%,3%,1%,1%,-4%
CCO[C@@H]1OC(C(=O)NC2CC2)=C[C@H](C2CC2)[C@H]1CCCO,·,-7%,9%,·,-10%,-2%,·,2%
O=C(CSCc1ccccc1Br)N/N=C/c1ccccc1C(=O)O,?,-3%,6%,2%,11%,15%,?,-2%
COC(=O)c1nnn(CC(=O)NC(=O)Nc2ccccc2F)c1C(=O)OC,12%,-3%,3%,-7%&1%,4%,6%,-10%,-3%
N#Cc1ccc(CSC2=NCCN2)cc1,6%,2%,9%,?,1%,5%,-3%,1%
Cc1nn(-c2ccccc2)c(C)c1C(=O)OCC(=O)N(C)C1CCS(=O)(=O)C1 (stereo not given),-1%,4%,-1%,?,5%,-4%,-7%,0%
COc1ccccc1S(=O)(=O)Nc1ccc(-c2nnc3n2CCCCC3)cc1,?,7%,-3%,-9%,4%,14%,1%,-6%
COc1ccc(-n2c(=O)cc(N3CCN(Cc4ccccc4)CC3)[nH]c2=O)cc1,2%,-12%,13%,14%,-3%,2%,3%,-8%
Cc1ccc2nc(-c3cccc(Br)c3)cc(C(=O)NC3=NCCS3)c2c1,?,-5%,-3%,9%,19%,-7%,3%,-3%
O=C(Nc1cccc(F)c1)c1c(O)c2cccc3c2n(c1=O)CCC3,4%,5%,?,15%,10%,0%,4%,4%
Cc1cccc2sc(NC(=O)Cn3cccc3)nc12,?,7%,1%,-29%,1%,9%,1%,-18%
OCCN1CCN(C(=S)NC2CCCC2)CC1,3%,6%,-4%,7%,7%,9%,-7%,0%
O=C(CCCN1C(=O)c2cccc3cccc(c23)C1=O)N1CCN(c2ccccn2)CC1,-12%,7%,-4%,0%,3%,-4%,5%,7%

# Of the compounds above, four contain bromine.
SMILES,ALDH1A1 inh,GLA spleen mod,JMJD2E inh,SMN2 splice up,GoLoco inh red,GAA glycogen mod,GAA inh,GAA spleen mod
O=C(O)c1ccccc1C(=O)Nc1ccc(Br)c(C(F)(F)F)c1,·,3%,0%,·,4%,7%,·,-1%
NC(=O)CC(NC(=O)c1ccc(Br)cc1)c1ccc(NCc2ccc(F)c(F)c2)c([N+](=O)[O-])c1 (stereo not given),·,2%,-17%,·,6%,-7%,·,1%
O=C(CSCc1ccccc1Br)N/N=C/c1ccccc1C(=O)O,?,-3%,6%,2%,11%,15%,?,-2%
Cc1ccc2nc(-c3cccc(Br)c3)cc(C(=O)NC3=NCCS3)c2c1,?,-5%,-3%,9%,19%,-7%,3%,-3%

# New compounds follow:
SMILES,ALDH1A1 inh,GLA spleen mod,JMJD2E inh,SMN2 splice up,GoLoco inh red,GAA glycogen mod,GAA inh,GAA spleen mod
CCCCNS(=O)(=O)c1ccc(OC)c2ncccc12,?,7%,?,6%,-2%,2%,-4%,-5%
CN1CCN(CC(=O)Nc2nc(-c3ccccc3)cs2)CC1,7%,8%,6%,-2%,3%,-12%,1%,0%
Cc1c(C(=O)NCc2n[nH]c(=S)n2-c2ccc(F)cc2)cccc1[N+](=O)[O-],-1%,-4%,6%,-5%,10%,-7%,4%,-1%
CCOC(=O)c1sc(NC(=O)c2ccncc2)nc1C,1%,5%,?,?,5%,3%,4%,1%
O=C(NC1CCCCC1)C(c1ccncc1)N(Cc1ccc2c(c1)OCO2)C(=O)c1cnsn1 (stereo not given),-5%,-1%,-5%,-5%,-8%,?,0%,-4%
CSC1=NC2(C)CCCCC2C12C=CC(=O)C=C2 (stereo not given),·,8%,4%,·,4%,7%,·,1%
COc1ccccc1CCN=C(N)NS(=O)(=O)c1ccc(C)cc1,-15%,-1%,-5%,8%,10%,0%,7%,-2%
Cc1nc(C)c(C(=O)O)c(-c2ccsc2)c1C(=O)O,·,-4%,14%,·,2%,0%,·,-10%
COc1ccccc1NC(=S)N1CCCC1,8%,3%,5%,15%,4%,6%,3%,-9%
Cc1cc(C)cc(NC(=O)CN2C(=O)NC(C)(c3ccccc3)C2=O)c1 (stereo not given),-2%,-1%,1%,-11%,-6%,10%,3%,3%
C/C(=N/NC(=O)c1ccco1)c1cccc(NC(=O)c2ccc(C)o2)c1,9%,-1%,8%,17%,-4%,3%,3%,-14%

# Source: PubChem BioAssay

# These rows are one share of the data; the hit share may differ from the screen's.
